PglD DTNB = C. jejuni PglD acetyltransferase inhibitors, primary screen, biochemical, DTNB colorimetric, single point; UDP-N-acetylbacillosamine N-acetyltransferase PglD (Campylobacter jejuni); purified PglD enzyme, DTNB colorimetric CoA detection; inhibition, % at 12.5 µM; 360,000 tested, 0.098% active; AID 602405, 2012; in the data active = inhibition above about 16%, passing the limit was not always enough; also: strong numbers were not always called active
RAD54 inh = inhibitors of human RAD54 branch migration, primary screen, biochemical, fluorescence, single point; RAD54 Holliday junction branch migration, FAM/BHQ fluorescence; inhibition, % at 10.4 µM; 360,000 tested, 0.14% active;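 active = mean normalized replicate activity at least 40 and at least half of replicates scoring 40 or more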;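 also: 0% = median of neutral control wells and 100% = median of positive control wells; inhibitors cause a drop in the FAM fluorescence signal; in these data hits start at about 50%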
Target sequence (Q92698 whole entry, looked up): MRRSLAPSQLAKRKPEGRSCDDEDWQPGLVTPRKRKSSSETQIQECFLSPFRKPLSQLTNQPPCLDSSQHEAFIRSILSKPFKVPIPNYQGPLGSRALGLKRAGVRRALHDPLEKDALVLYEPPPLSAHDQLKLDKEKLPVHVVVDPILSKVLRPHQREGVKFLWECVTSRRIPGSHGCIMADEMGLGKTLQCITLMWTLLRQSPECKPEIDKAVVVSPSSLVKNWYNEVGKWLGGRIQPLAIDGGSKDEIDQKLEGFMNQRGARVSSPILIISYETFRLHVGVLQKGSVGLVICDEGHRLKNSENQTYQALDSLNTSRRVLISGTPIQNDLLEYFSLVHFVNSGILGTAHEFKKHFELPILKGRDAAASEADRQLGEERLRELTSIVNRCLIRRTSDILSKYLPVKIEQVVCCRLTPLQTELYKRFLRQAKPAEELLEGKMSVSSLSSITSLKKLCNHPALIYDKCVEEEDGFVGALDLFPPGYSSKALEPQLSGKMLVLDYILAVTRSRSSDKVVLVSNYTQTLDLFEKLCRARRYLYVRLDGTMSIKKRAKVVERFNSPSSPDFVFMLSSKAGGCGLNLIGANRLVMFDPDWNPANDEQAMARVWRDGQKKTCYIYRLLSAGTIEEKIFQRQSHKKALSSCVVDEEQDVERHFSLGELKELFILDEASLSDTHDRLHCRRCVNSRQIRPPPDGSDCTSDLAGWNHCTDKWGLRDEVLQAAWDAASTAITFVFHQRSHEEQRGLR
miR-122 sensor = miR-122 Renilla sensor signal increase in Huh7, primary screen, miR-122 inhibitor project, cell-based, single point, plate reader; Huh7 miR-122 Renilla luciferase sensor, 48 h; neutral wells = 0, positive control = 100; activation (reporter increase), % at 12.5 µM; 340,000 tested, 0.3% active; AID 602342, 2012;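 active = mean replicate activation score at least 90 and every replicate individually at or above 90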;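 also: higher luciferase means less miR-122 activity so hits act as miR-122 inhibitors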
Cneo AK release = Cryptococcus neoformans cell lysis inducers, primary screen, AK release luminescence, single concentration; C. neoformans lysis, adenylate kinase release luminescence, 4 h; normalised: neutral wells 0, clomiphene wells 100; lysis activity, % at 15 µM; 360,000 tested, 0.2% active;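 active = mean lysis activity across replicates of at least 80%, whatever share of replicates individually reach that level; inactive = mean lysis activity below 80%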
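Material – Cryptococcus neoformans yeast cells · Quantity – 5 × 10^6 yeast cells/mL · Buffer or medium – YPD medium · Compound – single dose · Timing – 4 h static compound exposure, 37 °C, read 1 h post-reagent · Signal – adenylate kinase release luminescence · Read-out basis – lysis from increased AK signal · Benchmarks – Clomiphene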
PGC1a acetyl inh = inhibitors of PGC1a acetylation signal, primary screen, cell-based, U2OS, AlphaScreen, inhibitor mode | AlphaScreen anti-acetyl-lysine; with virally co-expressed GCN5 acetyltransferase | inhibition, % at 15.6 µM | 350,000 tested, 0.17% active;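 active = every replicate shows inhibition of at least 40%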;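 also: 0% = neutral control wells and 100% = positive control wells; some results beyond the cut were filed as inactive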
ERAP1 HTS inh = human ERAP1 aminopeptidase inhibitors, primary screen, biochemical, single point, plate reader. Endoplasmic reticulum aminopeptidase 1 (Homo sapiens), Q9NZ08. recombinant ERAP1, Leu-AMC fluorescence, 60 min. inhibition, % at 10.7 µM. 340,000 tested, 0.15% active. AID 652197, 2013;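 active = mean replicate inhibition of at least 30%, or all replicates individually reaching that 30% level; inactive = mean below 30% and not every replicate reaching it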;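 also: 0% = neutral control wells and 100% = L-leucinethiol positive control wells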
E-selectin induc = E-selectin induction in HUVECs, primary screen, imaging, HUVEC, immunofluorescence imaging, single point; normalized: neutral wells 0, TNF-alpha wells 100; AID 686992, 2013; activation, % at 7.58 µM; 260,000 tested, 0.37% active;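 active = mean E-selectin-positive cell signal at least 10% of the positive control, reached in at least 60% of replicates, without over 20% cell loss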;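 also: in these data hits start at about 27%; measured in HUVEC primary endothelial cells; signal is the percent of cells scored E-selectin positive by PE staining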
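Read-out basis: % PE-positive cells; Test system: HUVEC primary endothelial cells; Technique: immunofluorescence imaging; Dosing: single-point compound dose.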
RAD52 anneal inh = RAD52 DNA annealing inhibitors, primary screen, biochemical, FRET, single point, set 2; DNA repair protein RAD52 homolog (Homo sapiens), P43351; recombinant RAD52 DNA annealing, FRET fluorescence; inhibition, % at 18.7 µM; 360,000 tested, 0.46% active; AID 651710, 2012;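 active = every replicate showing at least 50% inhibition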
The depositor's hits bear a star; i = inactive; . = no result given; [ ] = dose if it differs, or a comment.

Under each structure – ERAP1 HTS inh	miR-122 sensor	RAD54 inh	PglD DTNB	Cneo AK release	RAD52 anneal inh	PGC1a acetyl inh	E-selectin induc
Cc1cccc(CCNS(=O)(=O)c2cc3c(cc2C)NC(=O)CO3)c1
 : 3	39	8	0	3	-18	-6	0.8
COC(=O)C1=C(C)N=C2SC(C)C(=O)N2C1c1cccs1 (configuration not stated)
 : .	5	-1	0	-1	.	1	.
COc1ccc(S(=O)(=O)N(C)C[C@H]2Oc3ccc(NS(C)(=O)=O)cc3CC(=O)N([C@@H](C)CO)C[C@@H]2C)cc1
 : 0	16[16.7 µM]	-3	-4	1	-2	10	.
Cc1ccc(CN2CCN(/N=C/c3ccco3)CC2)c(C)c1
 : .	8	14	-4	-1	.	1	.
COc1cc2sc(C)nc2c2ccccc12
 : 13	.	-3	7	-2	4	.	.
CCC(=O)Nc1ccc2c(c1)OC[C@@H](C)N(C(=O)C1CCC1)C[C@H](C)[C@H](OC)CN(C)C2=O
 : 3	.	7	1	-5	7	-14	-0.1
COC(=O)Nc1sc2nc(C)cc(C)c2c1-n1cccc1
 : .	-16	3	5	-1	.	-9	.
O=C(NCCc1c[nH]c2ccccc12)c1ccc(-n2cnnn2)cc1
 : .	11	2	3	0	.	6	.
C[C@@H]1CN([C@H](C)CO)C(=O)CCCn2cc(nn2)CO[C@@H]1CN(C)S(=O)(=O)c1cccs1
 : -4	-2[16.7 µM]	-6	3	0	15	-2	0.1
CC(=O)Nc1ccc(NC(=O)C(C)OC(=O)CN(C)S(=O)(=O)c2ccc(Cl)cc2)cc1 (configuration not stated)
 : .	-2	11	.	3	.	-23	.
Cn1nc(-c2ccccc2)cc1NC(=O)C1CCCCC1
 : 5	-2	.	.	.	-3	2	1.1
COc1ccccc1CNC(=O)C[C@@H]1CC[C@@H]2[C@H](COc3ccc(NC(=O)Nc4ccc(F)c(F)c4)cc3C(=O)N2C)O1
 : -2	6[16.7 µM]	1	0	-2	14	0	0.4
O=C(NNC(=S)NC(=O)c1ccccc1[N+](=O)[O-])c1ccccc1O
 : 4	-2	.	.	.	-24	0	.
CCCCCCCCn1c(=O)c(C(=O)OC)c(N)c2ccccc21
 : 0	-2	7	1	-1	-4	-9	-4.4
O=C(c1cc2ncc(Br)cn2n1)N1CCN(C(=O)c2ccco2)CC1
 : .	2	-4	5	0	.	12	.
CC(Oc1ccc(Cl)cc1Cl)C(=O)N/N=C1\CCCc2ccccc21 (configuration not stated)
 : .	-3	-7	-2	-1	.	-1	.
CC1CCN(C(=S)SCc2nc(N)nc(Nc3ccccc3)n2)CC1
 : -7	14	6	6	45	-26	0	-0.2
Cc1cc(C)n2nc(CC(=O)NNC(=O)COc3cccc(C)c3C)nc2n1
 : -1	3	3	5	-2	-6	6	.
O=C(CN1CCOCC1)NCC[C@@H]1CC[C@H](NC(=O)Nc2ccc(C(F)(F)F)cc2)[C@H](CO)O1
 : -2	3[16.7 µM]	-2	-1	-2	-5	6	-0.2
O=C(c1ccco1)N1CCN(C(=O)c2cc(=O)[nH]c3ccccc23)CC1
 : 0	.	2	1	0	-16	-3	-0.1
CCOP(=O)(OCC)C(Nc1ccc(C)cc1)c1ccco1 (configuration not stated)
 : -1	0	-8	-2	1	-13	.	-0.7
CCOC(=O)C1CN(S(=O)(=O)c2ccccc2)CCN1S(=O)(=O)c1ccccc1 (configuration not stated)
 : .	-40	3	1	0	.	-10	.
O=C(CN1C(=O)COc2ccccc21)N1CCCc2ccccc21
 : -6	0	2	2	-1	-15	13	.
CCN(c1ccccc1)S(=O)(=O)c1ccc(OCC(F)(F)F)c(NC(=O)c2ccc(=O)[nH]c2)c1
 : 5	-2	-7	-3	1	-23	-7	.
Cc1cccc(-c2ccc([C@H]3[C@@H](CO)N4CCCCN(Cc5cncnc5)C[C@@H]34)cc2)c1
 : -1	-3[16.7 µM]	-7	3	-2	18	-2	0.4
CO[C@@H]1CN(C)C(=O)c2cc(NC(=O)C3CC3)ccc2OC[C@H](C)N(CCC(F)(F)F)C[C@H]1C
 : 1	.	-2	2	3	-2	-4	-0.3
COC(=O)c1c(C)nn(-c2ccccc2)c1N
 : -2	1	0	0	-2	3	2	-0.2
CO[C@H]1CN(C)C(=O)c2cc(NC(=O)Nc3ccccc3)ccc2OC[C@@H](C)N(C(=O)Nc2c(C)noc2C)C[C@H]1C
 : 2	.	-2	-3	10	7	9	-0.2
CC(C)NC(=O)N(C)C[C@H]1Oc2ccc(NC(=O)CCCCCC(=O)Nc3ccccc3N)cc2C(=O)N([C@H](C)CO)C[C@H]1C
 : -3	-4[16.7 µM]	-5	1	-1	-4	7	12
CC(=O)Nc1ccc(NC(=O)C(C)OC(=O)CSc2ccc(Br)cc2C)cc1 (configuration not stated)
 : 0	.	-2	0	0	4	.	0.5

Four entries from above in another layout:
SMILES,ERAP1 HTS inh,miR-122 sensor,RAD54 inh,PglD DTNB,Cneo AK release,RAD52 anneal inh,PGC1a acetyl inh,E-selectin induc
CCOC(=O)C1CN(S(=O)(=O)c2ccccc2)CCN1S(=O)(=O)c1ccccc1 (configuration not stated),.,-40,3,1,0,.,-10,.
O=C(CN1C(=O)COc2ccccc21)N1CCCc2ccccc21,-6,0,2,2,-1,-15,13,.
CCN(c1ccccc1)S(=O)(=O)c1ccc(OCC(F)(F)F)c(NC(=O)c2ccc(=O)[nH]c2)c1,5,-2,-7,-3,1,-23,-7,.
Cc1cccc(-c2ccc([C@H]3[C@@H](CO)N4CCCCN(Cc5cncnc5)C[C@@H]34)cc2)c1,-1,-3[16.7 µM],-7,3,-2,18,-2,0.4

Additional structures.
Under each structure – ERAP1 HTS inh	miR-122 sensor	RAD54 inh	PglD DTNB	Cneo AK release	RAD52 anneal inh	PGC1a acetyl inh	E-selectin induc
Cc1ccccc1N1C(=O)c2cc(S(N)(=O)=O)c(Cl)cc2NC1C (configuration not stated)
 : -1	2	0	4	4	-2	.	0.4
COc1ccc(S(=O)(=O)N2CCN(C(=O)c3cc(C4CC4)nn3-c3ccccc3)CC2)cc1OC
 : 1	.	0	3	0	-9	-4	0.8
CCCNC(=O)N1CCC2(CC1)CN(C(=O)COC)[C@H](CO)c1[nH]c3cc(OC)ccc3c12
 : 1	.	.	.	.	-9	5	0.1
O=C(COc1ccc2ccccc2c1)NCCn1ccc2ccccc21
 : -2	2	1	5	0	-76	-13	0.3
CC(C)CC(NC(=O)c1cccs1)c1nnc(SCc2ccc(Cl)c(Cl)c2)n1C (configuration not stated)
 : 10	5	-6	3	-4	15	-2	.
CN1c2ccc(-c3ccccc3F)cc2[C@H]2[C@H](CCN2C(=O)c2ccccn2)[C@@H]1CO
 : 2	19[16.7 µM]	-1	4	-7	10	-2	0.2
O=C(O)C[C@H]1c2cc(F)ccc2S(=O)(=O)N1Cc1ccccc1
 : 13	1	10	2	-2	-61	-10	-0.1
c1ccc(C2=NN(c3ccccc3)CC2)cc1
 : 10	1	-14	3	-1	-9	-1	0.2
COCCCNc1ccn2nc(-c3cccc(Cl)c3)cc2n1
 : 1	.	-16	-2	-9	-17	-1	-0.4
COc1ccc(-c2[nH]nc3c2C(c2ccncc2)C(C#N)=C(N)O3)cc1 (configuration not stated)
 : .	-3	5	-1	3	.	4	.
Cc1noc(C)c1NC(=O)N[C@@H]1CC[C@H](CCNC(=O)C2CCCCC2)O[C@@H]1CO
 : 4	.	-1	3	5	-1	5	0.1
CC1=C(C(=O)OCC2CCCO2)C(c2ccc(C)o2)C2=C(CC(c3ccc(F)cc3)CC2=O)N1 (configuration not stated)
 : .	17	-9	-27	0	.	-7	.
Cc1nccn1S(=O)(=O)c1ccc(Br)cc1Br
 : .	0	-16	-1	-1	.	17	.
CCN(CC)c1ccc(-c2sc(Nc3ccccc3)n[n+]2-c2ccc(F)cc2)cc1
 : 2	10	-11	1	0	i	2	0.1
O=C(c1ccc(F)cc1)N1CCCCN2[C@H](CO)[C@H](c3ccc(/C=C/c4ccccc4)cc3)[C@H]2C1
 : 3	-8[16.7 µM]	3	-1	0	-45	-9	-0.7
CO[C@H]1CN(C)C(=O)c2cc(NC(C)=O)ccc2OC[C@H](C)N(Cc2ccncc2)C[C@H]1C
 : 1	11[16.7 µM]	-4	0	2	-17	2	-0.2
C[C@@H]1CN([C@H](C)CO)C(=O)Cc2cc(NC(=O)Nc3ccccc3)ccc2O[C@@H]1CN(C)CC1CCCCC1
 : 3	2[16.7 µM]	-1	1	14	-3	-5	0.3
CC(C)(Cc1ccc(O)cc1)NC(=O)CC(=O)N/N=C/c1ccc(Cl)cc1
 : -5	.	1	-1	4	-9	.	.
COc1ccc(CCNC(=O)COc2ccc(S(=O)(=O)N3CCOCC3)cc2C)cc1
 : -2	-2	-5	-6	-1	-7	-2	.
Cc1cc(C(=O)CS(=O)(=O)c2ccccc2)cc(C)c1O
 : 5	.	7	17	-4	-5	7	.
Nc1nnc(-c2cn(-c3ccccc3)nc2-c2ccccc2)o1
 : .	-4	5	-5	1	.	-1	.
Cc1ccccc1S(=O)(=O)N1CC(=O)N2[C@H](C1)[C@@H](c1ccc(C#CCC(C)C)cc1)[C@@H]2CO
 : 0	.	.	.	.	-17	0	-0.5
Cn1c(N2CCCCC2)cc(=O)n(C)c1=O
 : .	-8	-5	-2	-2	.	-1	.
CC(C)NC(=O)N(C)C[C@@H]1Oc2ccc(NS(=O)(=O)c3ccccc3)cc2C(=O)N([C@@H](C)CO)C[C@@H]1C
 : 0	-5[16.7 µM]	0	-1	-2	9	1	-0.1
CSc1nc(NC(C)(C)C)nc(N2CCOCC2)n1
 : .	7	1	-7	-1	.	15	.
CO[C@H]1CC[C@H]2CCOc3ccc(C#N)cc3C(=O)N(C)C[C@@H](C)C(=O)N(C)C[C@@H]1O2
 : -2	.	5	0	1	-2	.	0.0
Cc1ccccc1OCC(=O)Nc1ccc2c(c1)COC2=O
 : .	7	-5	-9	-1	.	-5	.
CS(=O)(=O)Nc1ccc2c(c1)[C@H]1C[C@H](CC(=O)NCCc3ccccc3)O[C@H](CO)[C@H]1O2
 : 1	1[16.7 µM]	-7	-1	-1	-10	5	-0.1
O=C(COc1ccc(Cl)cc1)Nc1ccc(Cc2ccncc2)cc1
 : .	0	0	-7	4	.	-5	.
Cc1cc(C)c(C2C3=C(Nc4c2c(C)nn4-c2ccccn2)c2ccccc2C3=O)c(C)c1 (configuration not stated)
 : .	2	6	2	-5	.	-7	.
C[C@H]1CN([C@@H](C)CO)C(=O)Cc2cc(NC(=O)Cc3cn(C)c4ccccc34)ccc2O[C@@H]1CN(C)Cc1ccc2c(c1)OCO2
 : 0	-15[16.7 µM]	8	2	-3	-53	-13	.
CC12CCC(C(=O)NCc3ccccc3Cl)(OC1=O)C2(C)C (configuration not stated)
 : .	7	0	0	2	-4	-20	-0.8
CCOC(=O)c1ccc(N2C(=O)CC(N(Cc3ccc4c(c3)OCO4)C(=O)Nc3ccccc3)C2=O)cc1 (configuration not stated)
 : 2	-1	-4	-1	0	-4	-5	.
CC(C)(O)C#Cc1ccc([C@@H]2[C@@H](CO)N3CCCCN(C(=O)c4cccc(F)c4)C[C@H]23)cc1
 : 3	15[16.7 µM]	7	-5	0	-8	5	0.1
